PG9 binder = small molecules binding HIV-1 gp120 antibody PG9; TR-FRET gp120-PG9 antibody binding; inhibition, % at 6.7 µM; hit rate 0.43% among 360,000; AID 624416; in the data active = inhibition above about 8.5%
TCR-CD3 inh = inhibitors of human TCR-CD3 interaction | TAMRA-labeled TCR probe fluorescence, biochemical | inhibition, % at 9.4 µM | hit rate 0.37% among 360,000 | AID 651800; in the data active = inhibition above about 19%;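 note: recombinant mutant TCR 2C K166C tagged with TAMRA read by polarization; 0% = receptor in buffer alone and 100% = receptor with positive control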
PRMT1 FP inh = inhibitors of human PRMT1; Q99873; recombinant PRMT1, activity-based probe fluorescence polarization; inhibition, % at 2.79 µM; hit rate 1.3% among 370,000;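 active = inhibition above about 21% made by adding two undisclosed values, limit read from the data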
HTRA1 inhibitor = blocks human HTRA1 serine peptidase. Q92743. recombinant HTRA1, FP-rhodamine activity-based probe, fluorescence polarization. inhibition, % at 5.96 µM. hit rate 0.5% among 340,000. AID 504803; in the data active = inhibition above about 36%;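 note: 0% = enzyme with DMSO and 100% = wells lacking enzyme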
Target sequence (Q92743 whole entry, looked up): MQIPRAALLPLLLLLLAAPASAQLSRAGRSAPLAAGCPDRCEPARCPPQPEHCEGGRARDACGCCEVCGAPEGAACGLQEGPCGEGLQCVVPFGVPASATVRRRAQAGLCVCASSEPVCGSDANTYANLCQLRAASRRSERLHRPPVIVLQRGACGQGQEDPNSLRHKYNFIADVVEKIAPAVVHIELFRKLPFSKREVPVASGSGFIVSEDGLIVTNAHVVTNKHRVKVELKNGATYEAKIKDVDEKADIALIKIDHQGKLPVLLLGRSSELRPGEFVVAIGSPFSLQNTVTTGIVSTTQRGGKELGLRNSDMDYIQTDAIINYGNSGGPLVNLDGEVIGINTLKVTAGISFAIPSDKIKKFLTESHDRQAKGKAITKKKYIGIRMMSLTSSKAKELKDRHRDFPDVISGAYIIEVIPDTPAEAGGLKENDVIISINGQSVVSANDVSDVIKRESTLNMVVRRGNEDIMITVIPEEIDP
LEDGF integ inh = blocks HIV-1 LEDGF/p75-dependent DNA integration; TR-FRET IN-LEDGF/p75 DNA integration, Eu/Cy5; inhibition, % at 3.7 µM; hit rate 0.64% among 370,000;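 active = inhibition above the screen-wide mean plus 3 SD, cut at about 13% in these data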;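 note: signal is the Cy5 over europium emission ratio at 671 and 618 nm; 0% = plate median of compound wells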
Rev-erbA mod = modulates human Rev-erb alpha binding to DNA; P20393; Rev-erbα–FITC-DNA binding, fluorescence polarization, 90 min; activity, % at 10 µM; hit rate 0.79% among 370,000; AID 1259318;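 active = activity above about 14%, limit read from the data; passing the limit was not always enough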;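 note: 0% = DMSO wells with 35 nM protein and 100% = DMSO wells with 750 nM protein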
TDP2 inh = TDP2 (human) inhibition, absorbance primary screen. O95551. inhibition, % at 12.8 µM. AID 720702. recombinant TDP2, T5PNP hydrolysis, p-nitrophenol absorbance 415 nm. hit rate 0.34% among 370,000;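 active = inhibition above the mean of all tested compounds plus 3 SD, set per campaign, cut at about 25% in these data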;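 note: 0% = DMSO with enzyme and 100% = buffer with substrate but no TDP2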
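test system = human TDP2 enzyme | input = TDP2 enzyme at 120 nM final | medium = 50 mM Tris-HCl pH 7.5 with Mg2+, KCl, DTT, BSA | also added = T5PNP substrate, 5 mM | times = 2 h at 37 °C | technique = epi absorbance | benchmarks = high control without enzyme, low control DMSO plus TDP2 | replication = each compound tested once, singlicate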
mABHD4 FP = ABHD4 (mouse) inhibition, primary FP screen | purified mABHD4, FP-Rh probe fluorescence polarization | inhibition, % at 8.92 µM | hit rate 0.54% among 370,000 | AID 720543;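 active = inhibition exceeding the mean over every tested compound plus 3 SD, cut at about 30% in these data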;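 note: 0% = plate median of compound wells and 100% = S159A mutant with DMSO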
Target sequence (Q8VD66 whole entry, looked up): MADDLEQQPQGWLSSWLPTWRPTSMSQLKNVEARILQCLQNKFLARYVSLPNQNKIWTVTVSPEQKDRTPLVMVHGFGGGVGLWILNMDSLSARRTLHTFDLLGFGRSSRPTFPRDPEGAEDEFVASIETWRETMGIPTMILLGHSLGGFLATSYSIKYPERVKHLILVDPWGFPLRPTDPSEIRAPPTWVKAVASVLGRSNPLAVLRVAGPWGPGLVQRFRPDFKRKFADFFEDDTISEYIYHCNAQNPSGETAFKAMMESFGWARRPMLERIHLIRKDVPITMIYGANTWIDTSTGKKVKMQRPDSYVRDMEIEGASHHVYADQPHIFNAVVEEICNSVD
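Assay system: wild-type mouse ABHD4 protein; compound: single nominal dose of 8.92 µM, 0.89% DMSO final; schedule: 45 min + 60 min at 25 °C; measured by: FP readout, ex 525 nm / em 598 nm; evaluation: % inhibition of FP-Rh probe binding versus controls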
SIAE inh = inhibitors of human sialic acid acetylesterase SIAE. hit rate 0.69% among 370,000. Q9HAT2. SIAE FP-Rh probe binding, fluorescence polarization. inhibition, % at 9.66 µM;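 active = inhibition above a cutoff: mean of compounds within the control limits plus 3 SD of those, cut at about 17% in these data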;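 note: 0% = plate median of compound wells and 100% = probe without SIAE protein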
rCAG binder = binds r(CAG) RNA repeats | hit rate 1.3% among 370,000 | r(CAG) RNA repeat, TO-PRO-1 dye displacement fluorescence | inhibition, % at 3 µM;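 active = inhibition above the plate cutoff, the mean of all test compounds on that plate plus 3 SD, cut at about 35% in these data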;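 note: 0% = DMSO alone and 100% = 100 µM mitoxantrone as full dye displacement; higher means more dye released from RNA so lower well fluorescence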
Active calls of the source: *; nt = no result given.

SMILES	PG9 binder	TCR-CD3 inh	PRMT1 FP inh	HTRA1 inhibitor	LEDGF integ inh	Rev-erbA mod	TDP2 inh	mABHD4 FP	SIAE inh	rCAG binder
O=C(Nc1ccc(-c2cn3ccsc3n2)cc1)C1COc2ccccc2O1 (stereo not given)	-1.3	1	1	-32	-2	-3	10	11	-4	5
Cc1ccc(C)c(NC(=O)CCN2C(=O)C3CC=CCC3C2=O)c1 (stereo not given)	0.7	-3	1	-4	-5	-3	2	9	6	0
COc1ccccc1NS(=O)(=O)c1ccc(-c2cc(C)no2)s1	0.1	-3	-4	-5	1	-7	-15	-7	-2	8
O=C(Cc1ccccc1)NC1CCN(C(=O)c2ccc([N+](=O)[O-])cc2)CC1	2.1	-8	5	-3	5	-7	-15	-11	-9	1
COc1ccc(N2CCN(CCCNC(=O)Cn3c(=O)c4cccn4c4cccnc43)CC2)cc1	-0.7	-3	-2	-1	0	-1	5	6	9	3
Cc1ccc(C(=O)NCCNS(C)(=O)=O)cc1	1.1	-11	1	2	0	-4	-5	2	-4	-3
CC(NC(=O)c1ccc(NC2=NC3CS(=O)(=O)CC3S2)cc1)c1ccccc1 (stereo not given)	-2.6	8	0	0	-4	-7	-2	0	-7	3
O=c1c2ccccc2nc2c3ccccc3c(NCCN3CCOCC3)nn12	-0.7	4	-1	nt	-1	-3	-7	1	-4	2
CC(=O)Oc1cc2c(s1)CCN(C(C(=O)C1CC1)c1ccccc1F)C2 (stereo not given)	nt	nt	11	nt	9	-4	-1	10	3	17
CCCCc1c(-c2ccccc2OC)ncn1Cc1cccc(OC)c1	1.6	3	5	nt	-2	2	-1	2	20*	-1
CC1=C(C(=O)OCC2CCCO2)C(c2ccc(F)cc2)NC(=O)N1 (stereo not given)	-1.8	0	0	1	-7	0	9	2	-1	-1
CCCC(=O)Nc1cccc(-c2cn3ccsc3n2)c1	0.6	-8	5	6	-4	0	-6	0	-2	4
Cc1cc(C)nc(N/N=C/c2ccc3c(c2)OCCO3)n1	-2.5	-1	1	1	0	-6	-9	2	1	-2
NC(=O)CCCn1c(C(=O)c2cc(Cl)c(N)c(Cl)c2)c2ccc([N+](=O)[O-])cc2[n+]1[O-]	-3.5	2	-1	-5	3	-1	3	5	-1	5
COc1ccc(NC(=O)c2cc(S(=O)(=O)N3CCCC3)ccc2C)cn1	-1.6	3	4	5	2	5	-1	3	0	1
CCOC(=O)C1=C(CSc2nc(-c3ccccc3)ccc2C#N)OC(N)=C(C#N)C1c1ccc(OC)cc1 (stereo not given)	1.7	-12	48*	-50	0	-3	-16	-12	-17	26
CN1C(=O)NC(c2ccccc2[N+](=O)[O-])C2=C1CC(C)(C)CC2=O (stereo not given)	2.7	6	18	3	4	13	31*	8	1	5
CC(=O)N(C)c1ccc(NC(=S)Nc2cccc3ccccc23)cc1	-2.5	5	2	9	1	3	3	7	-12	7
CCCc1c(C(=O)OCC)[nH]c2c1C(=O)CCC2	0.5	0	-2	-4	-2	12	-4	4	-1	1
CC(CNC(=O)C1CCCCC1)NC(=O)C1CCCCC1 (stereo not given)	0.7	-4	0	-6	2	-2	1	-7	1	-2
Cc1ccc2c(c1)cc(C(=O)N1CCN(c3ccccn3)CC1)n2C	-2.1	1	-4	-4	-1	0	8	4	0	-6
COc1ccc(/C=C2\CC3(OC(=O)c4ccccc4)CCCN2C3)cc1 (stereo not given)	nt	nt	-2	nt	3	0	-10	3	-2	-1
Cc1cc(OCC(=O)Nc2cccc(S(=O)(=O)N3CCCC3)c2)ccc1Cl	1.1	0	4	-37	2	3	-7	-37	-23	10
COCCOC(=O)C1=C(C)NC(=O)NC1c1cccs1 (stereo not given)	-0.6	7	-3	1	-4	-2	-9	2	-3	4
CCCCCCN1CC(O)=C(c2nc3ccccc3[nH]2)C1=N	1.3	2	-5	-7	1	-6	-3	15	2	-6

Part of the list above in order of length of the SMILES, largest number first:
SMILES	PG9 binder	TCR-CD3 inh	PRMT1 FP inh	HTRA1 inhibitor	LEDGF integ inh	Rev-erbA mod	TDP2 inh	mABHD4 FP	SIAE inh	rCAG binder
COc1ccc(NC(=O)c2cc(S(=O)(=O)N3CCCC3)ccc2C)cn1	-1.6	3	4	5	2	5	-1	3	0	1
Cc1ccc(C)c(NC(=O)CCN2C(=O)C3CC=CCC3C2=O)c1 (stereo not given)	0.7	-3	1	-4	-5	-3	2	9	6	0
COc1ccccc1NS(=O)(=O)c1ccc(-c2cc(C)no2)s1	0.1	-3	-4	-5	1	-7	-15	-7	-2	8

Other compounds follow:
SMILES	PG9 binder	TCR-CD3 inh	PRMT1 FP inh	HTRA1 inhibitor	LEDGF integ inh	Rev-erbA mod	TDP2 inh	mABHD4 FP	SIAE inh	rCAG binder
CC(C)C(c1nnnn1C(C)(C)C)N1CCN(c2cccc(Cl)c2)CC1 (stereo not given)	-0.4	4	-6	-13	-2	-1	-10	-2	-1	-9
Cc1cccc(C)c1NC(=O)C(C1CC1)n1c(=O)c(-c2ccccc2)nc2ccccc21 (stereo not given)	-0.5	0	-2	nt	-3	4	-5	-8	1	1
Cc1ccc(C)c(S(=O)(=O)N2CCN(C(=O)CSc3ccccc3F)CC2)c1	-0.2	1	-3	-8	3	1	5	1	0	-7
Cc1ccc(/C=C2\SC(=S)N(CCC(=O)N3CCOCC3)C2=O)cc1	-1.0	4	-1	2	-3	-3	9	0	6	1
O=S(=O)(c1ccc(NC(=S)NN=C(C2CC2)C2CC2)cc1)N1CCOCC1	-1.4	1	0	11	1	1	6	4	4	11
CCn1c(O)c(N=NC(=O)c2cccc(S(=O)(=O)N3CCCCC3)c2)c2ccccc21	0.2	-2	-3	1	3	0	-8	5	5	3
O=c1c2cc(N3CCOCC3)ccc2[nH]c(=S)n1Cc1cccc(Cl)c1	0.8	0	-3	4	-2	0	-6	7	8	2
O=C(Nc1nnc(-c2ccccc2)s1)c1ccccc1F	-0.4	7	-2	-2	1	-3	7	2	-3	3
Cc1ccc(Cn2c(=N)c(C(=O)NC3CCCCC3)cc3c(=O)n4ccccc4nc32)cc1	0.7	-2	3	-10	-2	0	-10	4	-4	0
COc1ccc(OC)c(S(=O)(=O)NC2CC(=O)N(c3ccc(C)c(C)c3)C2)c1 (stereo not given)	0.2	4	0	-6	2	-2	-3	4	1	-3
COc1ccc2nc(NC(=O)CSc3nnnn3C)sc2c1	4.4	-2	1	-13	1	5	-8	1	2	1
COc1ccc(NS(=O)(=O)c2cc(NC(=O)/C=C/c3cc(OC)ccc3OC)ccc2N2CCCCC2)cc1	-1.0	1	-1	-69	-1	-2	7	13	-60	3
CC(C)c1ccc(S(=O)(=O)N2CCN(CC(=O)Nc3ccc(Cl)cc3F)CC2)cc1	-0.9	-9	4	-4	-3	11	13	-2	1	3
Cc1c(/C(O)=C2\C(=O)C(=O)N(CCCN(C)C)C2c2cccs2)cnn1-c1ccccc1 (stereo not given)	3.9	-4	-5	1	5	6	1	2	14	4
COc1ccc(CNC(=O)[C@H](C)NC(=O)C2CCN(S(=O)(=O)c3ccc(C)cc3)CC2)cc1	-1.3	-2	-2	-3	-1	-2	-10	-2	5	-4
Cc1cccc(NC(=O)COc2ccccc2)c1	0.0	3	0	9	0	-7	11	4	-6	-2
COc1ccccc1NC(=O)COC(=O)c1oc2ccccc2c1C	-2.2	10	-5	-10	-1	2	-6	-6	-9	3
Cc1ccc2c(=O)n3c(nc2c1)C(Cc1ccc(O)cc1)NC(=O)c1ccc(Cl)cc1-3 (stereo not given)	1.9	4	3	nt	1	-1	-6	-7	1	10
Cc1cccc2sc(N(CCCN(C)C)C(=O)c3ccc4ncsc4c3)nc12	2.2	0	29*	-2	0	-2	1	9	0	-1
COc1ccccc1CNC(=O)c1nccnc1CO	-1.6	1	-1	0	1	-2	1	-3	-2	-2
Cc1oc(-c2cccc(F)c2)nc1CN1CCCCC1CCc1ccccn1 (stereo not given)	-1.2	7	-2	-13	-5	2	-4	5	-4	-6
CCN(CC(=O)NCc1cccs1)C(=O)/C=C/c1cccc(Br)c1	0.4	0	1	-2	-1	2	9	-5	-1	-5
Cc1cc(NC(=O)COC(=O)c2ccccc2NCCO)no1	-0.4	-1	-3	-4	1	-2	-6	0	4	1
COc1ccc(S(=O)(=O)N2CCOCC2)cc1NC(=O)C1CC(=O)N(c2ccc3c(c2)OCCO3)C1 (stereo not given)	0.4	-1	12	-4	2	6	-13	-12	-3	12
COc1ccc(Cl)c(Cn2c(NCC(C)O)nc3c2c(=O)n(C)c(=O)n3C)c1 (stereo not given)	2.6	10	1	1	-4	-5	-6	6	1	-3
Next section.
SMILES	PG9 binder	TCR-CD3 inh	PRMT1 FP inh	HTRA1 inhibitor	LEDGF integ inh	Rev-erbA mod	TDP2 inh	mABHD4 FP	SIAE inh	rCAG binder
Cc1cccc(NC(=O)C2CCCC2)c1	0.7	9	2	-3	0	-3	-1	2	-4	-4
COC(=O)[C@H](CC(C)C)NS(=O)(=O)c1ccccc1	-1.8	6	3	6	-1	-6	-1	-2	1	-3
CC1CN(CCOCCSc2ccc(Cl)cc2)CC(C)O1 (stereo not given)	-3.5	2	-6	-10	1	3	14	8	10	-10
C=CC(=O)NC1CCCCN(C(C)C)C1=O (stereo not given)	nt	nt	0	nt	0	-8	-2	0	-10	9
O=C(O)CSCc1cn2cc(Cl)ccc2n1	1.6	-1	0	2	3	-2	4	1	1	1
COc1cc(NC(=O)COC(C)=O)c(C)cc1[N+](=O)[O-]	-0.5	-1	0	-1	-3	-1	-1	-1	3	3
CCOC(=O)c1ccccc1NC(=O)c1c(F)c(F)c(F)c(F)c1F	-3.3	0	-1	-4	0	-5	-4	-5	10	-2
Cc1ccc(S(=O)(=O)NC2=NCN(CC(=O)O)CN2)cc1	-0.3	1	-3	1	2	0	-14	-6	2	0
FC(F)(F)COc1cc(-c2nnc(SCc3ccccc3)n2Cc2ccco2)cc(OCC(F)(F)F)n1	-2.6	-8	2	-29	-1	2	-6	-8	-3	2
O=C(CSc1ncccc1C(=O)O)NC1CCCCC1	-0.1	-7	2	0	-4	-5	9	0	1	1
CCC(=O)O/N=C(\N)c1ccc(Oc2cc(C)c(Cl)c(C)c2)c([N+](=O)[O-])c1	-1.4	1	2	-4	-3	-8	-3	2	-9	1
COCCNC(=O)c1cccc2c(-c3cnn(C)c3)coc12	1.1	-7	4	nt	0	2	4	2	2	2
Cc1ccc(C)c(NC(=O)Cc2coc3cc4c(cc23)CCC4)c1	-1.0	4	-1	-5	3	2	4	5	0	-3
O=C(CN1C(=O)NC(c2ccccc2)(c2ccccc2)C1=O)NCc1ccccc1	-1.7	7	-1	-3	-2	-6	-3	-2	0	8
Cc1ccc2[nH]c3c(=O)n(CC(=O)Nc4ccccc4N4CCN(C)CC4)ncc3c2c1	-1.1	3	4	-4	-2	-1	-2	-1	-9	-6
Cc1ccc(CNC(=O)Cc2ccc(Br)cc2)cc1	-0.7	-7	-4	-1	-3	-2	11	5	-4	-5
Cc1ccc(CSc2nnc(-c3ccccc3N)c(=O)[nH]2)cc1	-2.6	3	-2	-8	0	2	6	1	6	9
Cc1ccc2nc3c(cc(C(=O)NCCCn4ccnc4)n3C)c(=O)n2c1	1.1	7	0	-1	3	-1	5	-14	3	4
Cc1ccc(NC(=O)C2CCN(S(=O)(=O)c3ccc4c(c3)OCCO4)CC2)nc1	0.4	9	1	-1	2	1	1	6	-8	-3

Screening results deposited in PubChem BioAssay by several laboratories.

The list is partial (hit frequency here may not be typical).
